Screens from PubChem BioAssay.
PP5 primary: PP5 phosphatase inhibitors, primary screen, biochemical, fluorescence. purified PP5c, OMFP substrate fluorescence. inhibition, % at 6.7 µM. 320,000 tested, 0.18% active;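 active means inhibition above the campaign's mean inhibition across all tested compounds plus 3 SD, cut at about 9.5% in these data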;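 further: 0% = DMSO only and 100% = 100 µM cantharidin control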
ZTA DNA inh: counter-screen for EBNA-1 inhibitors: inhibitors of Epstein-Barr virus ZTA; P03206; ZTA-DNA binding, fluorescence polarization; inhibition, % at 11 µM; 320,000 tested, 0.15% active; AID 2234; in the data active means inhibition above about 33%
Target sequence (P03206 whole entry, looked up): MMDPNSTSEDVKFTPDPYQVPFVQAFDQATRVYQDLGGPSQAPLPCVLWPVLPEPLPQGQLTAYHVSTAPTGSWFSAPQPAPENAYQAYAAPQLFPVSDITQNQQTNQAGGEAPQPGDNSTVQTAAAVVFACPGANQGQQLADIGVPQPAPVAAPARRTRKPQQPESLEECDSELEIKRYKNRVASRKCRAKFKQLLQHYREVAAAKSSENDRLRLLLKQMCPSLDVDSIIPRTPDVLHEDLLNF
CTSL1 counter: Fasciola hepatica cathepsin L1 inhibitors, primary screen, counter-screen for PFM18AAP inhibitor project, biochemical, QFRET, fluorogenic peptide substrate | recombinant F. hepatica cathepsin L1, Z-Leu-Arg-MCA fluorescence | inhibition, % at 5.96 µM | 300,000 tested, 0.49% active | AID 1906, 2009;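 active means inhibition above the mean of all tested compounds plus 3 SD, set per screening campaign, cut at about 17% in these data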;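 further: 0% = plate median of test compound wells and 100% = 1 µM Z-Phe-Ala-diazomethylketone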
core dimer inh: inhibitors of HCV core protein dimerization, primary screen, biochemical, TR-FRET, high-throughput | TR-FRET GST/Flag-core106 dimerization, 1536-well | inhibition, % at 5 µM | 300,000 tested, 0.33% active;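 active means inhibition above the mean of all tested compounds plus 3 SD, set per screening campaign, cut at about 45% in these data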
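Material: GST/Flag-tagged HCV core106 proteins. Incubation: 4 h, 22.5 °C incubation. Read-out basis: inhibition (%) from 671 over 617 nm ratio. Measured by: TR-FRET, excitation 340 nm, emission 617 and 671 nm.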
JMJD2C inh: inhibitors of GASC-1 histone demethylase, primary screen, biochemical, fluorescence, DELFIA europium; Lysine-specific demethylase 4C (Homo sapiens), Q9H3R0; 330,000 tested, 0.069% active; AID 2099, 2009; inhibition, % at 2.35 µM; GST-JMJD2C(1-420) H3K9me3 demethylation;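 active means more than half of a compound's replicate wells show inhibition beyond 50%, single wells judged on their own value; inconclusive means some, but no more than half, of replicates pass 50% inhibition; inactive means no replicate passes 50% inhibition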;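 further: signal counts dimethyl H3K9 product captured on neutravidin plate; 0% = median of DMSO wells and 100% = 0.3 times that DMSO median; strong numbers were not always called active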
Target sequence (Q9H3R0 1-420 limits assumed): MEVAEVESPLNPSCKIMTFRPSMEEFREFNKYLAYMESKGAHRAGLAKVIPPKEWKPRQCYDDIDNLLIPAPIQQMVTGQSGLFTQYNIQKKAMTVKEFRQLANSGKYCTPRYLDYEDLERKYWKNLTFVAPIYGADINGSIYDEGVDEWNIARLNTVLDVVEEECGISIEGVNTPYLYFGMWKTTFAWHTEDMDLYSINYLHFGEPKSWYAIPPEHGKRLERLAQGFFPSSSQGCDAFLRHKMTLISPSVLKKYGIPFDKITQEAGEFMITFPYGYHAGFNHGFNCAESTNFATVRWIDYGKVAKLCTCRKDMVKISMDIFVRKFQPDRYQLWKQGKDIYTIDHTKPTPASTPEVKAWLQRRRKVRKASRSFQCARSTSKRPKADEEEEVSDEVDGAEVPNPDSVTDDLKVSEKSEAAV
EBNA-1 inhibitor: EBNA-1 DNA-binding inhibitors, primary screen, biochemical, fluorescence polarization; 300,000 tested, 0.34% active; inhibition, % at 14.8 µM; in the data active means inhibition above about 28%
CR mimetic SO: reduction of superoxide in aged yeast, primary screen, HTS; AID 2690, 2010; superoxide response (% of plate mean), % at 10 µM; 330,000 tested, 0.18% active; S. cerevisiae aged cells, superoxide DHE fluorescence; hits give low values;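 active means superoxide response under a set limit, about three screen SD below normal, cut at about 65% in these data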;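 further: yeast aged for seven days with compound at 30 °C before DHE staining; 100% = average MFI of all compound-treated wells on the plate with controls excluded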
PP1 inh: PP1-alpha phosphatase inhibitors, primary screen, counter-screen for PP5 inhibitor project, biochemical, fluorescence, OMFP substrate, single point; Serine/threonine-protein phosphatase PP1-alpha catalytic subunit (Homo sapiens), P62136; purified PP1alpha; inhibition, % at 6.7 µM; 320,000 tested, 0.9% active;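 active means inhibition above the mean inhibition of all tested compounds plus 3 SD, computed separately for each screening campaign, cut at about 15% in these data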
Target sequence (P62136 whole entry, looked up): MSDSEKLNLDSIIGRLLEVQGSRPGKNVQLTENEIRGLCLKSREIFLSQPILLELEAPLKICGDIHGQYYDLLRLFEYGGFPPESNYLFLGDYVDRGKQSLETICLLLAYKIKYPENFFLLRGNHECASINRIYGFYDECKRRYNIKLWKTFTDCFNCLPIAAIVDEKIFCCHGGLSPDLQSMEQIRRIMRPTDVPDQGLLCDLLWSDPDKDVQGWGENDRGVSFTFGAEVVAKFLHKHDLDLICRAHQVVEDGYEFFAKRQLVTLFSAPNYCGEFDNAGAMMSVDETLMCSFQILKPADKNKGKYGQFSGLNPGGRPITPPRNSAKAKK
TPT1 inhibitor: Candida albicans TPT1 enzyme inhibitors, primary screen, biochemical, fluorescence polarization; tRNA 2'-phosphotransferase TPT1 (Candida albicans SC5314); inhibition, % at 5 µM; recombinant caTPT1, FP RNA substrate dephosphorylation; 300,000 tested, 0.81% active;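 active means inhibition above the mean of all tested compounds plus 3 SD, set per screening campaign, cut at about 24% in these data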;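 further: plate controls were DMSO alone for no effect and ferristatin control at 100 nM for full effect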
* marks the source's active call; other numbers are inactive results; u = inconclusive; x = no result given.

no.	SMILES	PP5 primary	ZTA DNA inh	CTSL1 counter	core dimer inh	JMJD2C inh	EBNA-1 inhibitor	CR mimetic SO	PP1 inh	TPT1 inhibitor
1	O=C(NCc1ccccc1Cl)C1CCCN(S(=O)(=O)c2cnc[nH]2)C1 (stereo not drawn)	-0.7	7	0	-1	-6	-3	94	-4	-2
2	Cc1ccc(NC(=O)CN2C(=O)CSC2=O)cc1	-0.2	1	1	-4	-1	-10	87	0	2
3	CN(Cc1ccccc1)C(=O)CSc1nc2cc(C(=O)N3CCC(C(N)=O)CC3)ccc2c(=O)n1-c1ccccc1	-0.4	7	-4	3	15	-11	104	-5	-2
4	CSc1ccccc1OCc1cc(C(=O)NCCN2CCCc3ccccc32)no1	0.0	18	-1	2	5	3	93	9	10
5	O=C(Nc1c(C(=O)N2CCCCC2)cnn1-c1ccccc1)c1ccccc1	-1.3	-3	-1	10	8	12	93	-1	-1
6	O=c1[nH]nc(SCc2ccccc2Cl)n1-c1ccc2c(c1)OCCO2	1.3	15	-1	1	-7	5	111	-2	-3
7	CCOC(=O)C1=C(C)NC(=O)NC1c1ccc(OC(=O)c2ccco2)cc1 (stereo not drawn)	0.1	10	-12	-3	-2	10	99	5	-2
8	O=C1C(C=NC2CC2)=C(O)c2ccccc21	3.5	0	2	6	6	-5	87	1	-4
9	Cc1ccc(C(=O)Oc2cccc(NC(=O)c3ccco3)c2)cc1S(=O)(=O)N1CCC(C)CC1	2.1	1	-3	4	-4	14	86	7	2
10	O=C(CN1CCN(c2ccccn2)CC1)NCc1cccs1	1.3	7	6	-6	-13	0	93	0	-6
11	OCCNC(=S)Nc1ccc(Oc2ccccc2)cc1	1.1	4	5	-2	0	-2	91	-1	0
12	Cc1cc(NS(=O)(=O)c2ccc3c(c2)OCCO3)no1	0.2	-3	-2	0	7	-1	106	-2	0
13	O=C(CCN1N=C(c2ccccc2)CCC1=O)NC1CCCC1	-0.1	-1	0	-4	-28	-4	96	-1	-3
14	COC(=O)C(F)(Sc1c(C)n(C)n(-c2ccccc2)c1=O)C(F)(F)F (stereo not drawn)	0.2	8	-1	3	3	-2	89	-1	1
15	Nc1nc2ccccc2n1C(=O)c1ccc(F)cc1	0.3	18	2	7	9	6	113	-1	4
16	Cc1ccc(S(=O)(=O)N(C)CC(=O)O/N=C(\N)c2cccc(Br)c2)cc1	2.4	2	-45	8	-4	2	103	-1	-1
17	Cc1cccnc1NC(=O)CCNC(=O)c1ccccc1Cl	1.2	-18	4	-8	1	-7	102	0	-4
18	CN1CCN(C(=O)CCc2nc3ccccc3n2-c2ccccc2)CC1	3.9	-6	1	-3	1	-11	122	0	0
19	COc1ccc(S(=O)(=O)N2CCCCC2)cc1NC(=O)Cn1cnc2ccccc2c1=O	1.9	-6	x	x	-2	x	94	4	x
20	Cc1n[nH]c(=O)c2c(NC(=O)COC(=O)Cc3ccc(Cl)cc3Cl)oc(C)c12	1.5	1	0	0	8	-1	92	-5	1
21	COc1ccc(OC)c(Nc2ccc(Nc3cc(OC)ccc3OC)nn2)c1	5.0	7	2	3	-3	1	114	2	0
22	O=C(COc1ccc(Br)cc1)N1CCc2ccccc2C1	-1.3	20	-3	4	20	-1	92	2	-1
23	CC(C)CNC(=O)CN(C1CCCCC1)S(=O)(=O)c1ccccc1	3.3	-5	1	-4	-3	-2	99	-5	-2
24	Cc1ccc(C(=O)N2CCN(Cc3ccc4c(c3)OCO4)CC2)o1	-1.1	-8	-1	0	14	8	91	1	-12
25	Cc1ccsc1C(=O)OCC(=O)N(C)c1c(N)n(Cc2ccccc2)c(=O)[nH]c1=O	0.2	-2	1	-2	8	5	83	0	-1

The list goes on; it opens with the 3 that closed the last part.
no.	SMILES	PP5 primary	ZTA DNA inh	CTSL1 counter	core dimer inh	JMJD2C inh	EBNA-1 inhibitor	CR mimetic SO	PP1 inh	TPT1 inhibitor
23	CC(C)CNC(=O)CN(C1CCCCC1)S(=O)(=O)c1ccccc1	3.3	-5	1	-4	-3	-2	99	-5	-2
24	Cc1ccc(C(=O)N2CCN(Cc3ccc4c(c3)OCO4)CC2)o1	-1.1	-8	-1	0	14	8	91	1	-12
25	Cc1ccsc1C(=O)OCC(=O)N(C)c1c(N)n(Cc2ccccc2)c(=O)[nH]c1=O	0.2	-2	1	-2	8	5	83	0	-1
26	NC(=O)CC(NC(=O)c1ccc(Br)cc1)c1ccc(N2CCC(Cc3ccccc3)CC2)c([N+](=O)[O-])c1 (stereo not drawn)	-1.2	8	-1	15	-8	15	103	20*	3
27	CC(O)CN1CC(O)=C(c2nc3ccccc3s2)C1=N (stereo not drawn)	2.9	-5	-2	4	x	-11	107	-4	2
28	Cc1ccccc1OCC(=O)OCC(=O)Nc1cc(S(C)(=O)=O)ccc1Cl	0.9	4	-6	1	4	0	97	-6	1
29	O=C(/C=C/NNC(=O)c1ccccc1)c1ccc([N+](=O)[O-])cc1	4.7	-6	2	-13	1	-3	105	6	-3
30	O=C(Nc1cccc2c1C(=O)NC2=O)c1ccc(S(=O)(=O)N2CCCC2)cc1	2.7	-3	-5	2	-1	4	99	-2	-26
31	CCOc1ccc(CCNC(=O)COC(=O)CSc2ccccc2C)cc1OCC	5.9	-12	-12	4	-1	-8	113	-1	0
32	Cc1ccc(S(=O)(=O)N2CC=C(C(=O)NC3CCCC3)CC2)cc1	-0.5	-5	-6	6	-3	-1	98	4	2
33	CCN1CCN(S(=O)(=O)c2ccc(Cl)c(C(=O)N(C)Cc3cccc(OC)c3)c2)CC1	-2.1	-8	-1	-13	-4	-12	88	4	0
34	Clc1ccc(N2CCN(Cc3ccco3)CC2)cc1	2.1	-5	5	-5	-10	-10	116	1	1
35	NNc1ccc(S(=O)(=O)N2CCCCC2)cn1	-0.7	-12	1	-2	1	1	99	-3	-1
36	CS(=O)(=O)N(CC(=O)O)c1ccc(Oc2ccccc2)cc1	1.2	-11	-3	-1	24	-4	115	2	-2
37	COCCNC(=O)/C(C#N)=C/c1ccc(SC)cc1	-0.9	19	1	-5	11	12	100	-2	2
38	O=C(NS(=O)(=O)c1ccccc1)c1ccccc1O	-0.1	-14	4	-2	-3	-17	106	0	-3
39	Cc1cccc(NC(=O)C2CCCN2S(=O)(=O)c2ccc3c(c2)n(C)c(=O)c(=O)n3C)c1 (stereo not drawn)	1.2	-6	8	0	-1	-10	112	-3	-2
40	CCN1CCN(S(=O)(=O)c2ccc(Cl)c(C(=O)N(C)C(c3ccccc3)c3ccccc3)c2)CC1	1.1	1	0	1	-4	2	99	-7	-2
41	CC(C)c1cc(-c2cc(C(=O)Nc3ccccc3)on2)nc(NC2CCCC2)n1	4.0	8	-1	2	4	9	110	2	0
42	O=[N+]([O-])/C=C\c1ccc(N2CCOCC2)cc1	-1.1	-7	1	1	4	4	112	-1	4
43	CCn1nc(C(=O)NCc2ccco2)c(Cl)c1Cl	-0.5	-3	1	1	-14	4	102	-3	1
44	COc1ccc(/C(N)=N/OC(=O)c2cccc([N+](=O)[O-])c2)cc1OC	1.2	2	6	4	1	-5	82	-1	-2
45	COC(=O)[C@H](CCSC)NC(=O)NC1CC1	1.0	-10	5	2	0	-13	116	-3	-2
46	Cc1cc(C)n2nc(SCc3c(F)cccc3Cl)nc2n1	1.6	6	8	2	-17	3	109	-3	0
47	COc1cccc(CN(C)Cc2nc(Cc3ccccc3Cl)no2)c1	0.1	14	2	1	4	10	94	-2	0
48	O=S1(=O)CCC(NC(=S)Nc2ccc3ccccc3c2)C1 (stereo not drawn)	2.9	-12	-2	-7	7	5	106	4	-1
49	CCCCn1c(N)c(N(CCOC)C(=O)c2cccc(S(=O)(=O)N3CCCCC3)c2)c(=O)[nH]c1=O	-1.5	15	-3	2	u	4	101	-2	0
50	Oc1c(C(c2cccs2)N2CCN(c3ccccc3)CC2)ccc2cccnc12 (stereo not drawn)	3.4	-8	-2	2	4	-10	76	19*	-1
51	O=S(=O)(NCc1ccccc1)c1cnc[nH]1	-0.4	5	0	-9	x	7	98	-2	1
52	CC1=CC(C)(C)N(C(=O)CN2C(=O)c3ccccc3C2=O)c2ccc(C)cc21	1.0	-11	2	1	-4	-4	101	2	-2
53	CC(C)CN(CC(C)C)S(=O)(=O)N1CCC(C(=O)N2CCc3ccccc3C2)CC1	0.7	-8	6	-5	5	3	88	1	-5
54	COc1ccc([N+](=O)[O-])cc1NC(=O)c1ccccc1SC	-0.3	7	1	-2	-1	3	95	-3	1
55	COc1ccc(CN=C2NN=C(c3cccc(OC)c3)CS2)cc1	0.0	-3	3	-6	-9	5	88	-5	3
56	O=c1cc(-c2ccccc2Cl)oc2cccc(O)c12	2.3	14	-1	-3	4	15	83	3	-4
57	CCOC(=O)c1c(NC(=O)CC2Sc3ccc(C(F)(F)F)cc3NC2=O)sc(C)c1C (stereo not drawn)	-0.6	6	3	10	-4	14	100	-5	-1
58	COc1ccc(NC(=S)N2CCC(c3nc4ccccc4[nH]3)CC2)c(OC)c1	2.0	-18	-4	6	-4	-5	88	-5	-2
59	O=C(/C=C/c1ccco1)N1CCN(S(=O)(=O)c2cccs2)CC1	-2.1	20	0	2	0	12	97	-2	1
60	Cc1cccc(-c2nnc(SCc3ccc(C#N)cc3)n2Cc2ccco2)c1	4.0	5	-2	4	-9	-6	123	-2	2
61	O=C(O)c1cnc2[nH]c3ccccc3n2c1=O	5.4	-13	1	1	0	-12	101	2	3
62	Cc1cccc(N2CCN(S(=O)(=O)c3ccc4c(c3)NC(=O)CS4)CC2)c1C	6.3	-34	0	-2	4	0	100	6	-3
63	COc1ccc(Cl)cc1NC(=O)CCN1CCN(C)CC1	1.4	-9	2	-3	10	-4	99	-4	2
64	CC1CC(C)CN(C(=O)COC(=O)C2CCN(S(=O)(=O)c3c(Cl)cccc3Cl)CC2)C1 (stereo not drawn)	0.0	-11	-1	1	3	-13	98	-3	1
65	O=S1(=O)CCC(=Nc2ccc(Cl)cc2)c2ccsc21	0.8	2	-1	4	1	-10	90	6	2
66	CCS(=O)(=O)N1Cc2ccccc2CC1C(=O)OCC(=O)N(C(C)C)C(C)C (stereo not drawn)	-2.2	-10	-4	6	17	3	89	1	1
67	O=C1NN(c2ccccc2)C(=O)C2C1C1C=CC2C12CC2 (stereo not drawn)	0.9	-13	-3	-3	1	-9	106	-4	-3
68	COCCCNC(=O)c1ccc(Cn2c(=O)[nH]c3ccccc3c2=O)cc1	1.5	0	-6	0	4	6	93	-1	-3
69	Cc1ccc(C(=O)N2NC(c3ccc(F)cc3)C3C(=O)N(c4ccc(C)c(C)c4)C(=O)C32)cc1 (stereo not drawn)	2.6	-7	-3	12	-1	-1	108	2	-3
70	CC(C)OC(=O)c1nnc(Cc2ccc(Cl)cc2)o1	2.6	1	-3	-3	-3	0	113	-4	-1
71	CC(C)c1ccc(NC(=O)CCNS(=O)(=O)c2cc(Br)cnc2N)cc1	2.8	24	7	7	-2	12	106	-2	1
72	COc1ccc(C(=O)NC2CC3CCCC(C2)N3CC(C)C)cc1 (stereo not drawn)	-1.0	-1	-3	1	-17	11	99	-1	1
